PPARg SRC1 recr: promotes SRC-1 coactivator recruitment by human PPARgamma | hit rate 0.41% among 200,000 | activation, % at 8 µM | AID 631 | PPARgamma-SRC-1 coactivator recruitment biochemical assay | P37231; in the data active = activation above about 19%;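 also: 0% = DMSO and 100% = reference agonist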
Target sequence (P37231 whole entry, looked up): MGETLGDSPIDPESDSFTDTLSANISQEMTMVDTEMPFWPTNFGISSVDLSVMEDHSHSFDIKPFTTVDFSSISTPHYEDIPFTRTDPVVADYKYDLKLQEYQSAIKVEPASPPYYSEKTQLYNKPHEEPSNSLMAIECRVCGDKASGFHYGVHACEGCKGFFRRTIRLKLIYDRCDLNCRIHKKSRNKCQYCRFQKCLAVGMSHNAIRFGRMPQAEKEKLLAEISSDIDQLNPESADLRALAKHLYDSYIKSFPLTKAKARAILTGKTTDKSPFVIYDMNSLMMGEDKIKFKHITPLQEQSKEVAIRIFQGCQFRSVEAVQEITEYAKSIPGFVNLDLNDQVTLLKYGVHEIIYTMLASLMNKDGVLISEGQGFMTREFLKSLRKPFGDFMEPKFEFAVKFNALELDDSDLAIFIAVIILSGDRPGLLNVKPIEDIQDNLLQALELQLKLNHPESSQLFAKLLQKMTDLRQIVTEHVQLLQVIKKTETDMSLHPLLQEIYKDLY
TNAP inh noacc: TNAP (human) inhibition, acceptor-free conditions; purified TNAP, CDP-star luminescence, 30 min; inhibition, % at 20 µM; hit rate 0.26% among 200,000;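 active = tissue-nonspecific alkaline phosphatase inhibition above about 50% at 20 µM in the single-dose screen, limit read from the data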;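 also: 0% = DMSO negative control and 100% = EDTA positive control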
Target sequence (P05186 whole entry, looked up): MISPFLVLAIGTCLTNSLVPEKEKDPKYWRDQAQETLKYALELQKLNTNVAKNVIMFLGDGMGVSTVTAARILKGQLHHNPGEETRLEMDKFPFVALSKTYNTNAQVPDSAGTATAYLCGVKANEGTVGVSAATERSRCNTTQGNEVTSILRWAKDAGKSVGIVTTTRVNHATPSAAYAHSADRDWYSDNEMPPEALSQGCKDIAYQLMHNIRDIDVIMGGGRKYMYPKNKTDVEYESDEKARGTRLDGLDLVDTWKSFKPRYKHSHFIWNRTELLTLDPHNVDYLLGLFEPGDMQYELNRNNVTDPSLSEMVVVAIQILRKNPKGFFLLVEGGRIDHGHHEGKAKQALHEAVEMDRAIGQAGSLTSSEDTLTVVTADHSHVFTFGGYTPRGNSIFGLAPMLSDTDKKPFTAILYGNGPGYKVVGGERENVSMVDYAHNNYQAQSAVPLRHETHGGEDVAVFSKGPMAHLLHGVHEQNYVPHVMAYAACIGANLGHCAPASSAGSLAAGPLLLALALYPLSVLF
Efa HMGR inh: inhibitors of class II HMG-CoA reductase from Enterococcus faecalis; AID 1066; purified E. faecalis HMGR, NADPH absorbance 340 nm kinetic; hit rate 0.41% among 190,000; inhibition, % at 10 µM;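 active = inhibition above a set limit, the median over all tested compounds plus 3 SD, cut at about 9.5% in these data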;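 also: enzyme runs in reverse so mevalonate oxidation gives rising NADPH absorbance; 0% = complete reaction with DMSO and 100% = background rate lacking mevalonate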
PPARg SRC2 recr: PPARgamma-driven SRC-2 recruitment agonism; P37231; PPARgamma LBD-SRC-2 recruitment, biochemical; activation, % at 8 µM; hit rate 0.34% among 200,000; AID 1032; in the data active = activation above about 22%;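 also: 0% = vehicle and 100% = reference agonist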
TNAP inh hiacc: blocks human TNAP under high phosphate acceptor concentration. purified TNAP, CDP-star luminescence, 1 M DEA. AID 1135. hit rate 0.03% among 200,000. inhibition, % at 20 µM;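 active = over 50% inhibition of tissue-nonspecific alkaline phosphatase at 20 µM in the single-dose screen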;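 also: plate controls were DMSO wells for no effect and EDTA-quenched wells as full inhibition for full effect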
bIAP activator: increases bovine intestinal alkaline phosphatase activity. purified bovine IAP, CDP-star luminescence, 30 min; hits give high values; fold of DMSO-control signal, blank-subtracted. activation factor at 20 µM. hit rate 0.17% among 200,000;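 active = activation factor of 2 or more at 20 µM, a signal rise over negative controls twice the positive control's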
PPARg SRC3 recr: promotes SRC-3 coactivator recruitment by human PPARgamma. P37231. biochemical PPARgamma/SRC-3 coactivator recruitment assay. activation, % at 8 µM. hit rate 0.26% among 200,000. AID 731; in the data active = activation above about 23%;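 also: 0% = DMSO and 100% = reference agonist; some compounds past the cut are filed as inactive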
SRC2 TRFRET art: counter-screen for PPARgamma SRC-2 recruitment agonists: TR-FRET artefact | hits give high values | TR-FRET ratio at 8 µM | hit rate 0.4% among 200,000 | AID 1049; in the data active = TR-FRET ratio above about 2000; also: inactives centre near 1500
TNAP act hiacc: TNAP (human) activation, high acceptor; purified TNAP, CDP-star luminescence, 1 M DEA, 30 min; hits give high values; 0 = EDTA background, 1 = DMSO-only activity; activation factor at 20 µM; 200,000 tested, under 10 active;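 active = activation factor at least 2 at 20 µM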
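system = human TNAP | amount = enzyme diluted 1/800 final | reagent = 100 µM CDP-star substrate | signal = luminescent substrate turnover signal | dosing = one dose, 20 µM | benchmarks = EDTA negative control, DMSO positive control | measure = activation factor | timing = 30 min reaction, room temperature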
bIAP inh: blocks bovine intestinal alkaline phosphatase activity; purified bovine IAP, CDP-star luminescence, 30 min; inhibition, % at 20 µM; 190,000 tested, under 10 active; AID 1019;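 active = over 50% inhibition of intestinal alkaline phosphatase at 20 µM in the single-dose screen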
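System: Purified bovine intestinal alkaline phosphatase (IAP) enzyme | Input: IAP diluted 1/65,000,000 in the well | Also added: CDP-star chemiluminescent phosphatase substrate, 30 µM final | Dosing: 20 µM single dose | Times: Enzyme reaction for 30 min at room temperature | Detection: Luminescence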
* hit, by the source's call; . = no result given.

SMILES	PPARg SRC1 recr	TNAP inh noacc	Efa HMGR inh	PPARg SRC2 recr	TNAP inh hiacc	bIAP activator	PPARg SRC3 recr	SRC2 TRFRET art	TNAP act hiacc	bIAP inh
O=C(Nc1cccc(S(=O)(=O)NC2=NCCC2)c1)C1CCC1	1.7	-11.6	-4.5	-10.0	-3.2	1.1	-3.2	1454	1	-8.0
CCc1nccn1C(=O)c1cnn2c(C(F)F)cc(-c3ccc(C)cc3)nc12	1.1	-8.2	-8.6	8.8	-0.7	0.6	4.3	1672	1	43.1
CCCCCCN=C(C)C1=C(O)C(C(=O)OC)C(C)(C)CC1=O (stereo not given)	-0.5	1.2	-10.5	-1.4	-5.4	1	-3.6	1579	1.1	-3.3
O=C(O)CCCNC1=NCCC1	-4.4	-13.1	-6.4	1.4	-8.4	0.9	-0.1	1546	1.1	7.3
COc1ccc(CNC(=O)C/C(C)=N/NC(=O)Cc2ccc(OC)cc2)cc1	-1.7	1.8	-6.0	-5.6	4.7	0.8	0.3	1511	1	20.7
CCOC(=O)c1ccc(N/C=C/C(=O)c2ccccc2)cc1	-1.4	-3.9	-0.1	3.4	-2.8	1.1	3.0	1588	1	-12.4
CC(C)C(NC(=O)CN(c1cccc(F)c1)S(C)(=O)=O)C(C)C	6.5	-11.1	-0.7	9.5	-4.9	0.9	-16.4	1615	1	7.8
COC(=O)CCC(=O)NC(=S)Nc1ccccc1F	-4.4	-13.8	-1.4	0.9	-3.4	1	-5.0	1494	1	-0.3
COc1ccc2c(c1OC)C(=O)N(C(C)C(=O)O)C2=O (stereo not given)	7.5	1.2	-3.1	12.9	-2.2	1.2	-1.0	1641	1	-16.9
COc1cc(NC(=S)Nc2cccnc2)cc(OC)c1OC	-5.2	-5.5	-1.7	12.0	-2.5	0.9	0.4	1557	1	8.5
CC(=O)NS(=O)(=O)c1ccc(NC(=O)C2c3ccccc3Oc3ccccc32)cc1	1.1	-4.4	-4.4	12.0	-2.9	0.9	0.7	1643	1	12.2
O=C(Oc1ccc(-c2nccc(-c3ccccn3)n2)cc1)c1cccc(C(F)(F)F)c1	11.5	-3.3	4.7	1.5	-3.6	0.9	-1.2	1462	1	9.1
CCn1c(SCC(=O)N(Cc2ccccc2)C2CCS(=O)(=O)C2)nc2ccccc2c1=O (stereo not given)	-1.2	-10.9	-1.4	-2.4	-5.2	1.1	6.4	1568	1.1	-5.4
Cc1ccc(S(=O)(=O)c2c(N)n(CC3CCOC3)c3nc4ccccc4nc23)cc1 (stereo not given)	-7.1	-2.4	-2.4	-4.2	-3.9	1	-9.1	1526	1	3.8
Cc1csc(NC(=O)c2ccc(S(=O)(=O)N(C)c3ccccc3)cc2)n1	0.1	-12.1	-4.4	2.3	-0.8	0.9	-9.9	1564	1	5.4
CCC(=O)N(CCC(Cc1ccccc1)c1ccco1)Cc1ccco1 (stereo not given)	-4.2	-7.8	-4.9	4.0	-7.2	0.9	11.1	1517	1.1	5.4
O=C(O)Cc1ccc(OCc2ccc(Cl)nc2)cc1	-4.2	-0.4	2.5	0.7	1.5	1.2	-2.2	1386	1	-19.3
O=C(N/N=C/c1ccc(N2CCOCC2)cc1)c1cccs1	-0.5	-5.3	0.1	13.7	-8.4	1.2	2.3	1708	1.1	-17.5
COc1ccc(O)c(C=Nc2cc(C)on2)c1	4.5	-13.5	-1.4	-3.2	-4.9	0.9	11.9	1577	1	11.8
CC1CC(C)CN(CCCCOc2ccc([N+](=O)[O-])cc2)C1 (stereo not given)	5.6	-6.7	5.7	-3.4	4.5	0.9	-0.3	1424	1	5.1
CN=C1S/C(=C\c2cn(C(C)=O)nc2-c2ccccc2)C(=O)N1C	-5.3	.	.	0.5	.	.	-4.8	1400	.	.
CN(C)CCNc1ncnc2c1sc1nc(N3CCOCC3)c3c(c12)CC(C)(C)SC3	-2.6	-3.0	-6.6	-2.6	-1.4	0.9	6.9	1515	1	11.9
Cc1ccc([N+](=O)[O-])cc1NC(=O)c1ccc(C(C)(C)C)cc1	-4.6	-7.5	-0.7	7.0	-4.3	0.8	-1.4	1566	1	22.4
CCOC(=O)CN(Cc1sccc1C)C(=O)Nc1ccc(OC)cc1OC	3.7	-5.5	2.0	3.3	-2.7	0.9	2.2	1495	1	11.2
Cc1cc(C(=O)N/N=C2\CCCC(C)C2)n[nH]1 (stereo not given)	-6.1	-11.0	0.7	-9.2	-2.5	1.1	-8.6	1499	1	-6.6
More compounds.
SMILES	PPARg SRC1 recr	TNAP inh noacc	Efa HMGR inh	PPARg SRC2 recr	TNAP inh hiacc	bIAP activator	PPARg SRC3 recr	SRC2 TRFRET art	TNAP act hiacc	bIAP inh
Cc1cccc2c1-c1sc(C(=O)Nc3nccs3)cc1CO2	4.9	-8.8	-5.0	6.1	-5.6	1	8.0	1660	1.1	3.3
Nc1c(-c2ccc(Cl)cc2)cnn1-c1cccc(C(F)(F)F)c1	1.9	-6.5	6.1	2.3	-1.6	0.9	3.8	1733	1	5.5
CCC1CCCCN1Cc1ccc(OC)c(C)c1C (stereo not given)	4.7	-11.1	0.5	6.3	-0.7	0.9	-0.7	1635	1	11.7
N#CC/C(N)=N/NC(=O)CCCNc1ncc(C(F)(F)F)cc1Cl	-2.3	5.3	2.1	1.9	0.7	1	-1.4	1630	1	-1.4
CCOc1ccccc1-c1nc(-c2ccc(NC(=O)Cc3ccccc3OC)cc2)no1	0.9	-7.3	-0.2	2.0	-1.9	1	2.7	2140*	1	-1.9
CS(=O)(=O)N(CC(=O)Nc1cccc([N+](=O)[O-])c1)c1ccccc1	4.3	-5.8	-8.5	-3.8	-3.5	1	-3.8	1433	1	-0.2
Cc1ccc(C(=O)CC2(O)C(=O)N(Cc3ccccc3Cl)c3ccccc32)o1 (stereo not given)	7.2	-6.3	-5.1	11.1	0.5	1	12.2	1588	1	-0.4
O=[N+]([O-])c1ccc(C2CCCC/C2=N\OCc2cccc(F)c2)c([N+](=O)[O-])c1 (stereo not given)	12.3	-1.4	-4.0	1.5	0.1	0.6	-11.0	1390	1	42.8
CSc1nccc(N2CCN(c3ccc(F)cc3)CC2)n1	4.5	-4.5	0.7	4.7	-1.4	1	3.3	1546	1	-1.0
O=C(CSc1nnc(-c2c[nH]c3ccccc23)o1)N(Cc1ccccc1)c1ccc(F)cc1	8.3	-8.0	0.7	8.4	0.7	1.1	12.7	1560	1	-7.1
Cc1[nH]n(-c2ccccc2)c(=O)c1/C=N/c1ccccn1	-2.0	-16.8	-0.7	2.6	-5.1	1.2	5.8	1627	1.1	-18.3
COc1ccc(CCN(C)CCCC(C#N)(c2cc(OC)c(OC)c(OC)c2)C(C)C)cc1OC (stereo not given)	13.8	-4.9	-6.9	4.4	0.7	1	-2.0	1504	1	-0.4
CCC(C)NC(=O)C1CCN(S(=O)(=O)c2cccc3cccnc23)CC1 (stereo not given)	-2.8	-14.1	0.9	-4.6	-6.4	0.9	-6.5	1403	1.1	5.8
Cc1ccccc1Cn1ccc(NC(=O)c2cnn3c2NC(c2ccccc2)CC3C(F)(F)F)n1 (stereo not given)	3.0	-6.2	-7.6	8.8	-1.4	1	3.0	1407	1	3.8
O=C(NCC1CCCN(Cc2ccc3nonc3c2)C1)c1ccc(F)cc1 (stereo not given)	-1.7	-4.8	-2.5	-3.2	0.2	1	-6.2	1600	1	0.8
COc1cc(C(C)=O)ccc1OCC(=O)c1cc(C)n(C2CC2)c1C	5.9	-2.8	-4.2	-3.9	5.2	1	-11.3	1583	0.9	-2.1
COc1cc(C(=O)O)cc(Br)c1OC1CCCC1	6.7	-2.3	-2.5	-2.2	-4.2	1	4.8	1608	1	3.0
CC(=O)OC(C(=O)NC1CCCCC1)c1ccccc1Cl (stereo not given)	3.0	-8.8	-11.7	9.4	-2.9	1.1	-4.5	1596	1	-13.6
Cc1ccc(S(=O)(=O)CC(=O)c2ccc(C)c([N+](=O)[O-])c2)cc1	4.1	-3.4	1.9	-0.7	-3.8	1	5.7	1662	1	1.6
CCOC(=O)C1[C@H]2C(=O)N(CCCOC)C[C@]23C=C[C@H]1O3 (stereo not given in full)	0.8	-8.4	-2.6	0.3	-2.3	1	-3.8	1459	1	0.1
Cc1ccc(NC(=O)Cn2ccsc2=N)cc1S(=O)(=O)N(C)C	-1.3	2.4	-1.4	8.9	2.2	1.1	6.0	1455	1	-5.3
CCOc1ccc(N2C(=O)C(CC(=O)Nc3ccc(F)cc3)N(Cc3ccccn3)C2=S)cc1 (stereo not given)	14.9	-4.5	-3.7	0.2	-1.8	0.9	4.0	1698	1	9.2
NC(=O)CCC(NS(=O)(=O)c1ccc(Cl)cc1)C(=O)NCc1ccccc1 (stereo not given)	-2.8	-3.0	-9.2	-1.5	-1.6	0.9	-1.4	1708	1	7.0
O=C(CN1C2CCC1CC(NC(=O)C1CC1)C2)NCc1ccccc1 (stereo not given)	-3.9	-13.1	-4.2	-3.9	-9.5	1	0.5	1380	1.1	4.2
CCn1cc(C(=O)NCc2ccco2)c(=O)c2cc(S(=O)(=O)N3CCC(C)CC3)ccc21	-8.1	4.7	5.2	6.0	-4.1	1	0.2	1572	1	-2.8

Next part, overlapping the part above by 4 compounds.
SMILES	PPARg SRC1 recr	TNAP inh noacc	Efa HMGR inh	PPARg SRC2 recr	TNAP inh hiacc	bIAP activator	PPARg SRC3 recr	SRC2 TRFRET art	TNAP act hiacc	bIAP inh
CCOc1ccc(N2C(=O)C(CC(=O)Nc3ccc(F)cc3)N(Cc3ccccn3)C2=S)cc1 (stereo not given)	14.9	-4.5	-3.7	0.2	-1.8	0.9	4.0	1698	1	9.2
NC(=O)CCC(NS(=O)(=O)c1ccc(Cl)cc1)C(=O)NCc1ccccc1 (stereo not given)	-2.8	-3.0	-9.2	-1.5	-1.6	0.9	-1.4	1708	1	7.0
O=C(CN1C2CCC1CC(NC(=O)C1CC1)C2)NCc1ccccc1 (stereo not given)	-3.9	-13.1	-4.2	-3.9	-9.5	1	0.5	1380	1.1	4.2
CCn1cc(C(=O)NCc2ccco2)c(=O)c2cc(S(=O)(=O)N3CCC(C)CC3)ccc21	-8.1	4.7	5.2	6.0	-4.1	1	0.2	1572	1	-2.8
COc1ccc(/C=N/NC(=O)c2cccnc2)cc1CN1CCc2cc(OC)c(OC)cc2C1C (stereo not given)	3.1	-13.0	0.5	-2.9	-4.7	1.1	0.5	1492	1	-14.7
CCOC(=O)C1CCN(C(=O)Cc2ccc(C)cc2)CC1	-0.3	-23.4	1.7	-1.3	-0.9	0.9	-3.0	1550	1	12.2
COC(=O)c1c(CSc2ccc(C)c(C)c2)noc1C(=O)NCc1ccc(OC)cc1	-0.4	-4.6	-3.8	0.7	-4.0	0.9	5.0	1591	1	10.0
CC(C)OC(=O)c1cc2c(=O)[nH]c(C(Cl)(Cl)Cl)nc2o1	3.8	5.4	-0.2	-2.1	4.3	0.9	-2.3	1441	1	9.3
O=C(c1cccnc1)N1CCN(c2ccc(Cl)cc2)CC1	-6.5	-5.4	-6.1	-8.6	0.3	0.9	-4.7	1534	1	13.2
C/C(=N\Nc1nc(N2CCOCC2)nc(N2CCOCC2)n1)c1cccc([N+](=O)[O-])c1	6.4	2.6	-2.1	-12.6	5.0	1.1	0.7	1498	0.9	-6.7

From PubChem
